Bioassay records as filed in PubChem BioAssay.
PMI act: phosphomannose isomerase (human) activation | actives 0.005% (n = 190,000) | activation factor at 20 µM | AID 1214 | P34949 | purified human PMI, coupled resazurin fluorescence, 20 min; active compounds read high; 1 = vehicle control, 0 substrate-free wells;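 active means activation factor of 2 or more at 20 µM, relative to plate controls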
Target sequence (P34949 whole entry, looked up): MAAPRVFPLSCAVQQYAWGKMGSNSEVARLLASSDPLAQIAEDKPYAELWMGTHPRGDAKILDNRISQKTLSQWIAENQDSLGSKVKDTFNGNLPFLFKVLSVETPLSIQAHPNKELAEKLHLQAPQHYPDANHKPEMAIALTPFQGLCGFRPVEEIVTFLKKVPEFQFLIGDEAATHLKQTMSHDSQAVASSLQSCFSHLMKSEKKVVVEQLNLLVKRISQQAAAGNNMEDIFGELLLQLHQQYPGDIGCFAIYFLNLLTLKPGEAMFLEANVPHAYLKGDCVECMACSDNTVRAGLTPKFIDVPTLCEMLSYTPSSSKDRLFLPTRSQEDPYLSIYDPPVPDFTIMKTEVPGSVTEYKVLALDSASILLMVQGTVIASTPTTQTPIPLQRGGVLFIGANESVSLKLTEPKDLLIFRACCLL
TNAP inh hi DEA: TNAP (human) inhibition, high acceptor; purified TNAP, CDP-star luminescence, 1 M DEA; inhibition, % at 20 µM; actives 0.03% (n = 200,000); AID 1135;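 active means over 50% inhibition of tissue-nonspecific alkaline phosphatase at 20 µM in the single-dose screen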;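 further: plate controls were DMSO wells for no effect and EDTA-quenched wells as full inhibition for full effect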
Target sequence (P05186 whole entry, looked up): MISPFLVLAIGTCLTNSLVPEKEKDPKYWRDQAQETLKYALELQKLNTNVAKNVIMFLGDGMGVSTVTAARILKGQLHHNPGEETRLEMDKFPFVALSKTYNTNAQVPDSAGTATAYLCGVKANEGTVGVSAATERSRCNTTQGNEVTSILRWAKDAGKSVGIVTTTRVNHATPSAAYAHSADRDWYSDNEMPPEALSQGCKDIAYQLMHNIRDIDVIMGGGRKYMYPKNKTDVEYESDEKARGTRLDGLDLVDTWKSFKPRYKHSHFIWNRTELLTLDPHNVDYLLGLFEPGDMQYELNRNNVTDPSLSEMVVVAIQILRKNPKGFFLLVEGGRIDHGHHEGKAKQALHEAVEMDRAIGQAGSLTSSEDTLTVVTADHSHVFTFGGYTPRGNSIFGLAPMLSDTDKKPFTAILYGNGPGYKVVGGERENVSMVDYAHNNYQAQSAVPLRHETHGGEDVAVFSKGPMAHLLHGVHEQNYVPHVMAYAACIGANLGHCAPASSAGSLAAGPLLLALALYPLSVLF
Diaphorase inh: diaphorase inhibition or chemical oxidation counter-screen; diaphorase resazurin-to-resorufin fluorescence, NADH, 16 min; bacterial (C. kluyveri) enzyme, not human; inhibition, % at 20 µM; actives 0.69% (n = 190,000); AID 1217;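 active means primary screen inhibition at 20 µM above a set limit, cut at about 50% in these data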;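 further: plate controls were DMSO with full reaction for no effect and wells lacking NADH for full effect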
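material = Clostridium kluyveri diaphorase enzyme | amount = 0.14 U/mL diaphorase, enzyme working solution | schedule = incubation 16 min, room temperature | detection = fluorescence of resorufin formed from resazurin, Ex 544/Em 590 nm | benchmarks = positive control minus NADH, DMSO neutral control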
bIAP act: increases bovine intestinal alkaline phosphatase activity; purified bovine IAP, CDP-star luminescence, 30 min; active compounds read high; fold of DMSO-control signal, blank-subtracted; activation factor at 20 µM; actives 0.17% (n = 200,000);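 active means activation factor of 2 or more at 20 µM, a signal rise over negative controls twice the positive control's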
Lmaj promast: Leishmania major promastigote growth inhibition; Leishmania major promastigotes, resazurin fluorescence viability; inhibition, % at 10 µM; actives 9% (n = 200,000); AID 1063; in the data active means inhibition above about 50%;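 further: promastigotes grown with compound for 44 hours at 28 °C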
TNAP act hi DEA: activators of human TNAP at high phosphate acceptor concentration. P05186. purified TNAP, CDP-star luminescence, 1 M DEA, 30 min; active compounds read high; 0 = EDTA background, 1 = DMSO-only activity. activation factor at 20 µM. 200,000 tested, under 10 active. AID 1136;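 active means activation factor at least 2 at 20 µM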
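Assay system: human TNAP; Input: enzyme diluted 1/800 final; Reagent: CDP-star luminogenic substrate at 100 µM final; Timing: 30 min, room temperature; Signal: luminescence; Evaluation: TNAP activation factor scaled between EDTA and DMSO control wells.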
bIAP inh: intestinal alkaline phosphatase (bovine) inhibition; purified bovine IAP, CDP-star luminescence, 30 min; inhibition, % at 20 µM; 190,000 tested, under 10 active;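 active means over 50% inhibition of intestinal alkaline phosphatase at 20 µM in the single-dose screen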
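Incubation: 30 min reaction at room temperature / Material: purified bovine intestinal alkaline phosphatase (IAP) enzyme / Input: enzyme at 1/65,000,000 dilution / Dosing: 20 µM single dose / Signal: CDP-star luminescence signal / Reagent: CDP-star chemiluminescent phosphatase substrate, 30 µM final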
Diaphorase act: counter-screen for diaphorase-based assays: diaphorase activators and chemical reducers | Diaphorase/resazurin coupled assay, resorufin fluorescence, 16 min; active compounds read high; 1 = vehicle wells, 0 = NADH-free wells | activation factor at 20 µM | AID 1229 | actives 0.005% (n = 190,000);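 active means diaphorase activity raised at least twofold by the compound at 20 µM; inactive means activation factor below 2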
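Material: bacterial diaphorase enzyme (C. kluyveri); amount: enzyme 0.07 U/mL final; reagent: NADH substrate 0.114 mM plus resazurin dye 0.1 mM, final; doses: single compound dose of 20 µM, 1% DMSO final; timing: 16 min enzyme reaction, ambient temperature; measured by: fluorescence of resorufin, 544 nm excitation, 590 nm emission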
TNAP inh no acc: TNAP (human) inhibition, acceptor-free conditions | AID 1012 | purified TNAP, CDP-star luminescence, 30 min | actives 0.26% (n = 200,000) | inhibition, % at 20 µM;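 active means tissue-nonspecific alkaline phosphatase inhibition above about 50% at 20 µM in the single-dose screen, limit read from the data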;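 further: 0% = DMSO negative control and 100% = EDTA positive control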
PMI act hi M6P: increases human PMI activity with near-saturating mannose 6-phosphate | actives 0.34% (n = 190,000) | activation factor at 20 µM | P34949 | coupled PMI enzyme assay, resazurin fluorescence, 20 min; active compounds read high; 1 = untreated enzyme, 0 = substrate-free blank;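 active means activation factor of 2 or more at 20 µM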
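Material: human phosphomannose isomerase with PGI, G6PDH, diaphorase coupling enzymes / Reagent: Man-6-P substrate 1.0 mM / Dosing: single compound dose of 20 µM, 1% DMSO final / Incubation: enzyme reaction with compound 20 min at room temperature / Signal: resorufin fluorescence (Ex 544/Em 590 nm) from resazurin via diaphorase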
* = called active by the depositor; & = joins results of further samples.

compound	PMI act	TNAP inh hi DEA	Diaphorase inh	bIAP act	Lmaj promast	TNAP act hi DEA	bIAP inh	Diaphorase act	TNAP inh no acc	PMI act hi M6P
CC(C)N(C(=O)CC1ON(C)C(=O)N1c1ccc(Cl)cc1)C(C)C (centres undefined)	1	-4	8	1.1	-7	1	-6	0.9	-15	1
COc1ccccc1N1CCN(C(=O)CCNS(=O)(=O)c2ccc3c(c2)CCC(=O)N3)CC1	1.3	1	9	1	-5	1	-1	0.9	-10	1.5
COc1ccc(CNC2CC(=O)N(C)C2=O)cc1 (centres undefined)	1.1	-7	1	1	-7	1.1	-4	1	-14	1
CNS(=O)(=O)c1cnccc1N1CCN(c2cccc(C(F)(F)F)c2)CC1	0.8	-4	16	1	99*	1	-2	0.8	-4	0.9
O=C(/C=C/c1ccccc1)C1C(=O)c2ccccc2C1=O	1.2	0	4	0.9	9	1	8	1	18	1.1
Cc1sc2ncn(CC(=O)NCCCOC(C)C)c(=O)c2c1S(=O)(=O)N1CCN(c2ncccn2)CC1	1	3	6	1.2	3	1	-16	0.9	2	1
O=c1c2c(nc3c(-c4ccc(Cl)cc4)c[nH]n13)CCCC2	1	-5	15	0.9	100*	1	9	0.9	-34	1
NC12CCc3c(no[n+]3[O-])C1(O)CC(c1ccccc1)=[N+]2[O-] (centres undefined)	1.1	-3	-4	1.2	-3	1	-16	1	-12	1.1
CC(=O)N1CCN(CC(=O)Nc2ccc(Cl)c(S(=O)(=O)N(C)C)c2)CC1	1	-5	17	1.1	-3	1.1	-8	0.8	9	1
COc1ccc(N=c2sc3ccccc3n2C)cc1	0.9	-5	13	0.9	3	1	8	0.9	-12	1
CN1CCc2c(n(CC(O)CN3C(=O)c4ccccc4S3(=O)=O)c3ccccc23)C1=O (centres undefined)	1.1	-2	27	0.9	-6	1	5	0.7	-12	0.9
CCOc1ccccc1C1C(C(=O)Nc2ccccc2OC)=C(C)Nc2nnnn21 (centres undefined)	1	0	11	0.9	9	1	13	0.9	-10	1
CCOC(=O)N1CCN(CCC(=O)Nc2cccc(Br)c2)CC1	1&1.1	-7&-1	-2&-4	1&1	89*	1.1&1	-4&2	1&1	-2&-11	1.1&1.1
COCC(=O)Nc1cccc(Br)c1	0.9	-5	11	1	-6	1.1	5	0.9	-14	0.9
CC(C)(C)Nc1nc(Oc2ccc(=O)[nH]n2)nc(N2CCOCC2)n1	1	0	11	1	-3	1	0	0.9	-12	1
COc1cc(C2C3=C(CC(C)(C)CC3=O)NC3=C2C(=O)c2ccccc23)ccc1O (centres undefined)	1	8	1	1.1	12	0.9	-14	1	8	0.9
CSCCC1NC2(C(=O)Nc3c2ccc(Cl)c3C)[C@@H]2C(=O)N(C3CCCC3)C(=O)[C@H]12 (some centres undefined)	0.8	0	26	1.1	35	1	-9	0.7	0	0.8
O=C(NCc1ccco1)C(Cc1ccccc1)N1C(=O)c2ccccc2C1=O (centres undefined)	1	-6	14	0.9	-1	1.1	10	0.9	-4	1
COC(=O)c1cc(C(=O)CSc2nc(C)cc(C)n2)ccc1O	1	-5	-6	1	-2	1	-3	1.1	-12	1
O=C(Cn1c(=O)oc2cc(S(=O)(=O)N3CCCC3)ccc21)Nc1cccc(C(F)(F)F)c1	0.9	-3	0	1	100*	1	-2	1	-8	1

Among those listed so far, 2 contain fluorine:
compound	PMI act	TNAP inh hi DEA	Diaphorase inh	bIAP act	Lmaj promast	TNAP act hi DEA	bIAP inh	Diaphorase act	TNAP inh no acc	PMI act hi M6P
CNS(=O)(=O)c1cnccc1N1CCN(c2cccc(C(F)(F)F)c2)CC1	0.8	-4	16	1	99*	1	-2	0.8	-4	0.9
O=C(Cn1c(=O)oc2cc(S(=O)(=O)N3CCCC3)ccc21)Nc1cccc(C(F)(F)F)c1	0.9	-3	0	1	100*	1	-2	1	-8	1

(cont.)
compound	PMI act	TNAP inh hi DEA	Diaphorase inh	bIAP act	Lmaj promast	TNAP act hi DEA	bIAP inh	Diaphorase act	TNAP inh no acc	PMI act hi M6P
O=C(COC(=O)c1ccccc1OCc1ccc(Cl)cc1)NC1CC1	1	-1	-2	0.9	7	1	6	1	-6	1.1
CCCCNC(=O)COC(=O)CCC(=O)c1ccc(F)cc1	1	-1	2	0.9	-3	1	6	1	-9	1.1
Cc1cc(C(=O)COC(=O)c2ccc[nH]c2=O)c(C)n1C	0.9	-3	2	0.9	-8	1	14	1	-12	0.9
COc1ccc(CCNS(=O)(=O)c2ccc3c(c2)CCN3C(=O)CCC(=O)O)cc1OC	0.9	2	7	0.9	-9	1	6	0.9	-8	0.9
COc1ccc(N2CC(C(=O)N/N=C/c3c[nH]c4ccccc34)CC2=O)cc1 (centres undefined)	1.1	-1	3	1	3	1	0	1	-11	1.1
CCOC(=O)c1cc2sc(C)cc2n1CC(=O)N1CCOCC1	1	-5	-8	1	1	1.1	-5	1.1	-11	1
Cc1ccc(Cl)cc1NC(=O)COC(=O)C1CC1	1	-5	8	1.1	-6	1	-5	0.9	-13	1
COC(=O)c1cccnc1NC(=S)NC(C)C	1	0	15	1	-4	1	1	0.9	-8	1.1
CCCS(=O)(=O)c1nc(S(=O)(=O)c2ccc(C)cc2)c(NCc2ccccn2)s1	1.3	-4	5	1	18	1	-3	0.9	-46	1.1
S=C(NCc1ccccn1)Nc1ccccc1Cl	0.9	4	5	1.1	19	1	-9	1	-10	1
COc1ccc(NC(=S)Nc2nc(CC(=O)Nc3ccccc3OC)cs2)cc1	0.7	2	37	1	13	1	4	0.6	-8	0.8
CCOC(=O)C/C(C)=N/NC(=O)CN(c1ccc(Br)cc1)S(=O)(=O)c1ccccc1	1.1	7	-9	1	0	0.9	-4	1.1	-1	1.1
Cc1cc(O)c(C(C)C)cc1NS(=O)(=O)c1ccccc1	1	-10	1	0.9	9	1.1	14	1	-2	1
COc1ccc(CC(=O)NCc2nnc(SCC(=O)Nc3ccccc3)n2C)cc1	1	-5	8	1.1	-8	1	-7	0.9	-10	1
CC(=O)N1CC(=O)N=C1SCC(=O)Nc1nc(C)c(-c2ccccc2)s1	1	-2	-7	1.1	96*	1	-7	1.1	-23	1.1
CCn1c(=S)sc2c(=O)[nH]c(C)nc21	0.9	-1	12	0.9	-5	1	6	0.9	-9	0.9
Cc1ccc(S(=O)(=O)N2CC3CCC2C3)cc1 (centres undefined)	0.9	-3	15	0.9	-4	1	8	0.9	-10	0.9
O=C(c1cccc(OC(F)F)c1)N1CCN(c2ncccn2)CC1	1	-5	14	1	-4	1	4	0.9	-13	1
Cc1ccc(-n2c(C)cc(/C=N/NC(=O)c3ccncc3)c2C)cc1C	1	-2	-7	1.3	18	1	-27	1.1	-11	1
O=C(CCS(=O)(=O)Cc1ccccc1F)N1CCc2ccccc2C1	1	-6	19	1	0	1.1	0	0.8	-10	0.8
O=C(CC1C(=O)NCCN1Cc1c(F)cccc1Cl)NCCC1=CCCCC1 (centres undefined)	1	-2	0	1.1	-5	1	-6	1	-3	1
Cc1onc(-c2ccccc2)c1C(=O)NC(=S)NNC(=O)c1ccccc1O	1.1	-5	22	0.8	67*	1.1	23	0.8	-142	1.2
COc1ccc(-c2nnc(SCC#CCO)o2)cc1OC	0.9	-2	9	1	2	1	1	0.9	-19	0.9
CCOc1ccccc1-c1nc(-c2cc3ccccc3nc2OC)no1	0.8	-8	26	1	34	1.1	2	0.7	-10	0.9
Fc1ccc(Oc2cnns2)cc1	1	-5	14	0.9	-6	1.1	11	0.9	-6	0.9
O=S(=O)(/N=C(/c1ccccc1)N1CCCCC1)c1ccccc1	0.9	2	12	1.1	32	1	-12	0.9	-9	0.9
COc1ccc(/C=C(/C#N)C(=O)Nc2ccc(O)cc2)cc1C(=O)O	1.1	-4	0	1	1	1	-2	1	-2	1.2
CCn1cc(C(=O)NCCCN(C)c2ccccc2)c(=O)c2cc(S(=O)(=O)N(C)C)ccc21	0.9	-1	21	0.9	-2	1	10	0.8	-10	0.9
CN(C)c1ccc(-c2nnn(CC(=O)NCc3ccc4c(c3)OCO4)n2)cc1	1.1	-6	1	0.9	10	1.1	15	1	-17	1
Cc1ccc(C(=O)Oc2ccc(C(=O)COC(=O)C3CC(=O)N(Cc4ccco4)C3)cc2)cc1 (centres undefined)	1.2	0	14	0.9	0	1	10	0.9	-3	1.3
CCOC(=O)C1CCCN(S(=O)(=O)c2ccc(S(N)(=O)=O)cc2)C1 (centres undefined)	0.9	-4	12	1	-5	1	2	0.9	-17	0.9
CCCCn1nc(C(=O)Oc2ccc3c(C)cc(=O)oc3c2)c2ccccc2c1=O	1	3	19	1.1	-6	1	-8	0.8	-5	1.2
Cc1cc(C(=O)Nc2ccc(N3CCOCC3)cc2)c2ccccc2n1	0.9	-4	14	1	-4	1	3	0.9	-6	0.8
COc1ccc(C2C(C(=O)N3CCN(c4ccc(OC)cc4)CC3)c3ccccc3C(=O)N2C)cc1 (centres undefined)	0.9	-3	12	1.1	12	1	-7	0.9	-10	0.9
O=C(NCCc1ccccc1)c1ccc2c(c1)N(Cc1ccccc1)C(=O)CS2=O (centres undefined)	0.8	0	22	1	-4	1	2	0.8	-9	0.8
COCCNC(=O)CSc1nnc(-c2ccc(C)cc2)c(-c2ccc(C)cc2)n1	1	-8	10	1	90*	1.1	4	0.9	-12	1
CCc1ccc(C2NC(c3ccc(CC)cc3)C([N+](=O)[O-])C(C)(C)C2[N+](=O)[O-])cc1 (centres undefined)	0.8	1	13	0.9	10	1	7	0.9	-7	0.9
O=C(c1cc2ccccc2o1)N1CCN(c2ccccc2Cl)CC1	0.9	-4	15	0.9	30	1	14	0.8	-12	0.9

5 of the entries above in order of the PMI act value, falling:
| structure | PMI act | TNAP inh hi DEA | bIAP act | TNAP act hi DEA | bIAP inh | TNAP inh no acc | PMI act hi M6P |
| --- | --- | --- | --- | --- | --- | --- | --- |
| Cc1ccc(C(=O)Oc2ccc(C(=O)COC(=O)C3CC(=O)N(Cc4ccco4)C3)cc2)cc1 (centres undefined) | 1.2 | 0 | 0.9 | 1 | 10 | -3 | 1.3 |
| COc1ccc(/C=C(/C#N)C(=O)Nc2ccc(O)cc2)cc1C(=O)O | 1.1 | -4 | 1 | 1 | -2 | -2 | 1.2 |
| O=C(CC1C(=O)NCCN1Cc1c(F)cccc1Cl)NCCC1=CCCCC1 (centres undefined) | 1 | -2 | 1.1 | 1 | -6 | -3 | 1 |
| O=C(c1cc2ccccc2o1)N1CCN(c2ccccc2Cl)CC1 | 0.9 | -4 | 0.9 | 1 | 14 | -12 | 0.9 |
| O=C(NCCc1ccccc1)c1ccc2c(c1)N(Cc1ccccc1)C(=O)CS2=O (centres undefined) | 0.8 | 0 | 1 | 1 | 2 | -9 | 0.8 |

No enrichment for hits; about 10% have a hit in one of these screens.
